# Bioassay records: PubChem, several laboratories
# UHRF1 MBD2 ctr: blocks human UHRF1 binding to methylated DNA. 0.75% of 370,000 active. inhibition, % at 4.4 µM. UHRF1 binding to methylated oligo, TR-FRET. Q96T88; in the data active = inhibition above about 21%;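 also: UHRF1 SRA domain binding a hemimethylated CpG hairpin DNA probe; 0% = median of test compound wells and 100% = reference inhibitor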
# Target sequence (Q96T88 whole entry, looked up, the tested form may be a part): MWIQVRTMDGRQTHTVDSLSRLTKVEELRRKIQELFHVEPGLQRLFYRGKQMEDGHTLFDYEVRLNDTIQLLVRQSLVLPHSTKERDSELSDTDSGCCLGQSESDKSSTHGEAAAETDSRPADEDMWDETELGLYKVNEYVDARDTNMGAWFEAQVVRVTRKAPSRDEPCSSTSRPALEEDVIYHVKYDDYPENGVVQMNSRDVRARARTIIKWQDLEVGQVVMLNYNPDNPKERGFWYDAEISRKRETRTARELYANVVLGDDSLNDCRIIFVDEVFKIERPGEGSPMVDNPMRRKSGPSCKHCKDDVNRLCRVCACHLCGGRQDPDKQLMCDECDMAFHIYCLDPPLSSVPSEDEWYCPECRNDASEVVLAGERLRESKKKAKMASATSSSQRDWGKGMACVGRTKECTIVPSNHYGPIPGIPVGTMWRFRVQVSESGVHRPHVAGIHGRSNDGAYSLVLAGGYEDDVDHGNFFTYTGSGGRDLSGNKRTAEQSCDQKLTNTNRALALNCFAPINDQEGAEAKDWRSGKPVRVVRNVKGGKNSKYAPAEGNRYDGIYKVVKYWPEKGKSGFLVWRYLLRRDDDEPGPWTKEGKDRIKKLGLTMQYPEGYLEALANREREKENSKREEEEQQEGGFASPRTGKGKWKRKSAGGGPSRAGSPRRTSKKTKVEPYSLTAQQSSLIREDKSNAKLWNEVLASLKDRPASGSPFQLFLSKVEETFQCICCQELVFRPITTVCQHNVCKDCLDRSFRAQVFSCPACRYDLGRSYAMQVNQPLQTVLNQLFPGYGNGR
# ASAP1 inh: ASAP1 ArfGAP inhibition. inhibition, % at 16.5 µM. ASAP1-stimulated ARF1 GTP hydrolysis, GDP FP detection. AID 624377. 0.19% of 360,000 active. Q9ULH1; in the data active = inhibition above about 25%;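 also: 0% = vehicle with enzyme and substrate and 100% = no enzyme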
# PLC-gamma1 inh: inhibitors of human phospholipase C gamma1; P19174; purified PLC-gamma1, fluorogenic substrate, fluorescence; inhibition, % at 12.2 µM; 0.84% of 370,000 active; in the data active = inhibition above about 9.5%
# NR1D1 modulator: Rev-erb alpha (human) modulation; P20393; Rev-erbα–FITC-DNA binding, fluorescence polarization, 90 min; activity, % at 10 µM; 0.79% of 370,000 active; AID 1259318;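 active = activity above about 14%, limit read from the data; passing the limit was not always enough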;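 also: 0% = DMSO wells with 35 nM protein and 100% = DMSO wells with 750 nM protein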
# PLC-beta3 inh: PLC-beta3 (human) inhibition, primary screen; Q01970; Purified PLC-beta3, fluorogenic substrate, fluorescence; inhibition, % at 12.2 µM; 0.18% of 370,000 active; in the data active = inhibition above about 11%;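 also: 0% = median of compound wells on plate and 100% = full blocker control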
# Tn6 DDE FP: DD(E)-Tn6 binding inhibition, primary FP screen. inhibition, % at 8.3 µM. Fibrin DD(E) TRITC-Tn6 fluorescence polarization displacement. 0.21% of 370,000 active;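 active = inhibition above a per-campaign cutoff: mean of compounds within control limits plus 3 SD, cut at about 15% in these data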;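 also: 0% = median of all compound wells on the plate and 100% = blocking peptide control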
# DDE Tn7 FP inh: DD(E)-Tn7 binding inhibition, primary FP screen. P02675. FP displacement of FITC-Tn7 peptide from fibrin DD(E); 0% = median of compound wells per plate. inhibition, % at 8.3 µM. 0.13% of 370,000 active;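 active = inhibition above the mean of compounds falling within the control limits plus 3 SD of them, cut at about 14% in these data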;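 also: 0% = plate median of compound wells and 100% = 10 µM Aha-Tn7 peptide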
#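 system = human fibrin DD(E) protein | quantity = DD(E) 2 µM final | medium = Tris/NaCl/CaCl2 buffer, pH 7.8 | also added = labelled Tn7 tracer, 0.1 µM | compound dosing = single point at 8.3 µM | timing = compound with protein 10 min, then 3 h after probe, room temperature | signal = FP measurement | benchmarks = Aha-Tn7 high control | repeats = one replicate per compound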
# ARFGAP1 inh: rat ARFGAP1 inhibition; Q62848; Arfgap1-stimulated ARF1 GTP hydrolysis, GDP FP detection; inhibition, % at 16.5 µM; 0.26% of 360,000 active; AID 651572;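 active = inhibition above a per-plate limit, mean inhibition of low control wells plus 3 SD, cut at about 25% in these data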;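 also: 0% = DMSO wells with enzyme and 100% = wells lacking Arfgap1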
#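 Material: rat Arfgap1 catalytic domain, aa 1-136; also added: human ARF1(Δ1-17)-GTP substrate; compound dosing: one concentration, 16.5 µM, DMSO 1.26%; incubation: GTP hydrolysis reaction 2 h at 25 °C; measured by: Tracer-displacement fluorescence polarization with EDTA stop, 620/688 nm; evaluation: % inhibition from polarization; repeats: one replicate per compound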
# KLK7 zymogen act: proKLK7 (human) activation, primary screen | purified proKLK7, EDANS-DABCYL substrate fluorescence; 100% is mature enzyme control, 0% vehicle | activation, % at 7 µM | 0.9% of 370,000 active | AID 652039;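 active = activation above the mean of all tested compounds plus 3 SD, computed per campaign excluding outliers beyond control limits, cut at about 13% in these data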
# Target sequence (P49862 whole entry, looked up): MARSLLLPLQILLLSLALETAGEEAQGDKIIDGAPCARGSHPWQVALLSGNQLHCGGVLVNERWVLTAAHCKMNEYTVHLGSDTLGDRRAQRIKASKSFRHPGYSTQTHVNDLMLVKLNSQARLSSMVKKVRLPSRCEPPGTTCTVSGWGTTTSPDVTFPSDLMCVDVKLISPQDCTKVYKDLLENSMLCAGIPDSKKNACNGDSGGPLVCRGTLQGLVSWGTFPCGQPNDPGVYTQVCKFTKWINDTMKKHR
# sPLA2-III inh: Blocks human group III sPLA2 activity; inhibition, % at 12.2 µM; 0.56% of 370,000 active; QFRET BODIPY PC-A2 liposome hydrolysis, fluorescence; Q9NZ20; AID 743126;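 active = inhibition above mean plus 3 SD of compounds lying within the high and low control bounds, cut at about 19% in these data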;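 also: 0% = median of test compound wells and 100% = no enzyme DMSO wells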
# * = called active by the depositor. Random draw from the library. About 4.5% of those tested had a hit in this group.
SMILES,UHRF1 MBD2 ctr,ASAP1 inh,PLC-gamma1 inh,NR1D1 modulator,PLC-beta3 inh,Tn6 DDE FP,DDE Tn7 FP inh,ARFGAP1 inh,KLK7 zymogen act,sPLA2-III inh
COC(=O)c1c(NC(=O)c2cccc([N+](=O)[O-])c2)sc(C(N)=O)c1C,-3.1,7.8,0.4,1.9,-2.3,1.2,2.3,10.5,0.1,1.1
CN1CCc2c(sc(NC(=O)c3ccco3)c2C(N)=O)C1,2.4,3.8,-48.3,-6.0,-48.4,0.1,-1.9,4.8,0.6,0.3
Cc1ccc(C(=O)C(C(=O)/C=C/c2ccccc2)=C2SCCCS2)cc1,0.1,2.1,0.4,5.0,2.0,3.8,6.9,-11.4,0.2,-14.3
N#CCS(=O)(=O)c1ccccc1,-0.6,2.1,-1.7,-4.2,3.3,-1.2,-1.8,-1.9,0.6,-5.3
COc1ccc(C2C3=C(CCCC3=O)Nc3nc(SCc4ccccc4)nn32)cc1OC (stereo not drawn),-1.4,-1.8,-0.9,3.2,0.0,3.6,4.9,7.0,-3.9,0.9
O=C(O)COc1ccc(NC(=O)c2ccc3c(c2)C(=O)N(C2CCCCC2)C3=O)cc1,-0.5,-6.1,-0.7,0.8,-6.2,-2.8,1.9,-10.0,-0.1,-2.8
O=C(N/N=C/c1ccco1)c1cc(-c2ccccc2)nc2ccccc12,-4.3,-8.5,-3.2,1.1,-11.1,2.7,-3.1,-22.1,0.0,-3.3
Cc1nn(C(C)C(=O)NCC2CCCO2)c(C)c1[N+](=O)[O-] (stereo not drawn),-2.8,1.2,1.2,-0.7,-8.7,0.2,3.5,-5.3,-0.3,0.6
COC(=O)C1C(=O)C2=C(CC1C)NC(C)=C(C(=O)OC1CCCCC1)C2c1ccc(N(C)C)cc1 (stereo not drawn),-3.2,11.6,-61.6,2.6,-76.2,-3.0,0.7,-0.2,1.1,-8.7
N=c1c2c3c(sc2nc2n1CCCCC2)CCCCC3,-0.4,-1.6,3.5,6.2,-0.6,12.2,6.4,1.9,-0.1,-1.8
Cc1ccccc1OCC(=O)Nc1ccc(S(=O)(=O)Nc2onc(C)c2C)cc1,-1.3,-1.3,6.8,-1.6,-4.9,4.3,-0.3,-8.8,0.0,-13.7
Cn1ccnc1/C(=N\NC(=O)c1ccc(O)cc1)c1cccc([N+](=O)[O-])c1,0.9,6.4,2.6,-5.3,-2.6,-1.6,-3.1,21.5,0.3,-3.8
CC/C(=N\Nc1ccccc1[N+](=O)[O-])c1ccc(O)cc1,-2.3,4.3,-5.9,14.7*,2.9,-6.0,-3.1,-6.9,-0.9,-1.1
CC(C)Cn1c(CCC(=O)O)ccc1-c1cccs1,2.4,-4.7,-113.6,-5.4,-119.5,0.1,1.3,-8.5,2.7,-8.2
CCCCOC(=S)NC(=O)c1sc2ccccc2c1Cl,17.8,-7.5,-16.8,8.2,-25.9,0.4,7.8,1.4,1.2,-3.2
CCOC(=O)NC(=O)CSc1nc2ccc([N+](=O)[O-])cc2[nH]1,-2.4,-2.7,2.0,-6.0,-0.7,-4.3,-3.6,-9.4,-0.1,-9.3
CCn1c(SCC(N)=O)nc2ccccc2c1=O,25.0*,-8.9,0.0,2.1,2.5,-9.3,-6.7,-1.0,0.6,1.5
CC1CCN(C(=O)COC(=O)c2cccc(S(=O)(=O)N3CCOCC3)c2)CC1,-0.1,6.1,2.2,0.3,4.2,2.4,-9.7,3.7,0.7,-2.7
COC(=O)C1=CN(C)C=C(C(=O)OC)C1c1ccc(O)c(OC)c1,-1.5,-22.9,-31.7,1.7,-30.7,2.6,9.3,0.4,1.9,3.6
Cc1c(Cl)ccc2sc(NC(=O)c3ccco3)nc12,-0.4,2.5,-22.9,3.3,-28.2,-3.1,0.2,2.1,1.4,-31.2
O=C1c2ccccc2NC(c2ccccc2)N1NS(=O)(=O)c1ccccc1 (stereo not drawn),-1.5,-2.9,-10.0,5.7,-10.6,0.8,1.4,-9.4,1.6,1.8
CCOC(=O)c1cc(C)nc(S(C)(=O)=O)c1C#N,-2.4,-11.3,-8.1,-1.5,-21.1,0.1,2.8,9.1,-2.7,4.1
COc1ccc(C2CC(c3cccs3)=NN2C(=O)CSc2nncn2C)cc1OC (stereo not drawn),0.0,-0.3,-1.2,-8.0,-1.4,-1.0,2.7,-1.4,0.4,10.7
CN(C(=O)c1cccc(NC(=O)Cc2ccc(NC(=O)C3CCCN(C(=O)C4CCC4)C3)cc2)c1)C1CC1 (stereo not drawn),-1.2,8.1,-3.5,0.8,0.2,6.4,2.8,0.3,-0.3,-0.3
COc1ccc(S(=O)(=O)N2CCN(C(=O)c3cccnc3)CC2)cc1OC,2.2,-3.4,0.9,-2.9,-3.0,2.1,-0.7,-4.2,-0.9,3.0
Cc1cc(SCC(=O)N/N=C/c2ccc(O)c(O)c2)c(C)cc1Br,4.8,12.1,-1.4,3.6,3.8,-5.9,4.9,6.7,-0.3,6.5
C=C1SC(=Nc2c(C)cc(C)cc2C)N(C(=O)c2sc3ccccc3c2Cl)C12CCCCC2,-0.7,-3.3,0.9,4.7,-3.2,-0.2,-4.8,-2.1,0.1,-2.9
CC(C)(C)NC(=O)C(=O)NCc1ccccn1,2.5,9.0,-1.2,-0.9,-0.7,-5.9,1.6,12.4,0.1,5.7
CCOC(=O)c1[nH]c2ccc(F)cc2c1NC(=O)CCN1CCOCC1,0.7,1.8,-21.6,2.2,-28.8,6.5,-2.8,2.6,1.9,0.7
CCC(C)(C(=O)NC1CCCCC1)N(C(=O)Cc1cccs1)c1ccccc1 (stereo not drawn),-0.2,-6.0,2.6,-1.4,3.5,15.5*,-0.4,-3.9,0.3,3.5
O=C(c1ccc2c(=O)n(Cc3ccc4c(c3)OCO4)c(=O)[nH]c2c1)N1CCN(c2ccccc2)CC1,-0.3,-12.3,-0.8,3.3,-6.7,9.2,2.1,10.1,0.0,-1.6
CC(=O)c1c(C(C)=O)c(C)n(C2CCCCC2)c1C,1.6,5.4,1.7,-2.1,-1.0,6.1,-2.3,-7.3,0.3,-4.7
Cc1c(C(=O)NC(=S)Nc2ccc(N3CCOCC3)cc2)cccc1[N+](=O)[O-],-3.5,0.1,3.7,4.2,1.1,1.1,6.1,5.0,-0.1,-0.4
COc1ccccc1NS(=O)(=O)c1cc(NC(=O)c2sccc2C)ccc1N1CCCC1,-2.6,20.7,-20.1,1.7,-24.4,-0.3,-6.0,0.9,-2.7,-10.7
Cc1cn([C@H]2C[C@H](O)[C@@H](CNS(=O)(=O)N3CCCC3)O2)c(=O)[nH]c1=O,-2.5,-3.9,-4.5,-2.8,1.3,3.5,4.5,-15.5,-0.1,4.9
CN1CCN(c2oc(-c3ccccc3Cl)nc2S(=O)(=O)c2ccccc2)CC1,-0.6,0.5,1.0,-1.4,-5.3,-0.6,2.1,-7.9,-0.7,3.7
CCN(CC)C(=O)CSCC(=O)Nc1ccccc1,3.5,0.6,0.3,0.2,3.3,-1.5,-4.4,7.7,-0.4,1.6
CSCCC(NC(=O)C1CCC(C)CC1)C(=O)Nc1ccc(NC(C)=O)cc1 (stereo not drawn),-0.7,6.2,-1.4,-1.6,-4.2,-6.8,8.2,10.9,-0.2,-1.1
O=C(Cn1nnc2ccccc21)c1ccc(Cl)cc1,0.8,-7.4,1.1,-5.8,-3.8,-2.6,5.7,-0.2,-0.4,-33.8
CC(C)Cn1c(N)c(C(=O)COC(=O)c2cnccn2)c(=O)n(C)c1=O,-0.5,2.3,-13.4,2.4,-18.0,-3.1,-8.3,-5.2,-0.5,-6.9

# By substructure: the compounds so far with a furan ring, fused or not.
SMILES,UHRF1 MBD2 ctr,ASAP1 inh,PLC-gamma1 inh,NR1D1 modulator,PLC-beta3 inh,Tn6 DDE FP,DDE Tn7 FP inh,ARFGAP1 inh,KLK7 zymogen act,sPLA2-III inh
CN1CCc2c(sc(NC(=O)c3ccco3)c2C(N)=O)C1,2.4,3.8,-48.3,-6.0,-48.4,0.1,-1.9,4.8,0.6,0.3
O=C(N/N=C/c1ccco1)c1cc(-c2ccccc2)nc2ccccc12,-4.3,-8.5,-3.2,1.1,-11.1,2.7,-3.1,-22.1,0.0,-3.3
Cc1c(Cl)ccc2sc(NC(=O)c3ccco3)nc12,-0.4,2.5,-22.9,3.3,-28.2,-3.1,0.2,2.1,1.4,-31.2

# Carrying on:
SMILES,UHRF1 MBD2 ctr,ASAP1 inh,PLC-gamma1 inh,NR1D1 modulator,PLC-beta3 inh,Tn6 DDE FP,DDE Tn7 FP inh,ARFGAP1 inh,KLK7 zymogen act,sPLA2-III inh
O=C(CSc1cccc[n+]1[O-])Nc1ccc(N2CCOCC2)cc1,-3.5,-11.4,-0.1,-1.4,-6.2,3.5,3.9,-2.2,-0.1,3.3
CCCN(CCC)S(=O)(=O)c1cccc(C(=O)Nc2ccc3c(c2)OCO3)c1,-0.6,16.7,1.9,-5.8,3.9,-1.6,7.0,47.3*,-0.2,-20.3
Cc1nc(C(F)(F)F)ccc1C(=O)N1CCC(C)(C(=O)NS(=O)(=O)C2CC2)C1 (stereo not drawn),1.9,-14.6,-1.6,-1.6,1.4,5.8,8.0,-5.5,0.3,0.9
O=C(c1ccc(Cl)c(S(=O)(=O)N2CCCCCC2)c1)N1CCN(CCO)CC1,0.1,5.6,1.2,3.4,-2.0,-2.6,7.6,-3.2,0.9,-1.8
OC[C@@H]1CN(Cc2ccco2)C[C@H](n2cnc3c(Nc4ccccc4)ncnc32)O1,2.5,7.9,-6.6,0.5,-5.1,2.1,2.3,6.8,-0.1,5.8
COc1ccccc1C(C)NCC(=O)NCc1ccc(C)cc1 (stereo not drawn),-2.0,5.4,5.4,-1.6,0.1,4.3,2.5,8.6,0.6,-1.7
Nc1nonc1-c1noc(N2CCCCC2)n1,0.4,-4.2,0.8,-5.1,-0.2,0.6,2.2,7.7,-0.9,3.8
CCN(CC)S(=O)(=O)c1ccc(N2CCOCC2)c(NS(=O)(=O)c2cccs2)c1,2.3,4.8,-0.4,5.1,-1.1,3.0,-1.0,-3.9,-0.1,0.4
CC(C)(C)C(=O)Nc1nnc(SCC(=O)NCc2cccs2)s1,3.4,-5.4,0.6,-2.0,1.1,-2.4,-4.5,3.6,0.4,-1.1
O=C(COC(=O)COc1ccc(Cl)cc1)NC1CCCCCC1,-2.6,-17.6,-3.0,-0.8,-1.8,12.6,4.3,-2.8,0.0,-0.7
